GAA glycogen – alters human alpha-glucosidase cleavage of glycogen. recombinant GAA, glycogen substrate, Amplex Red glucose oxidase fluorescence. Potency, µM (highest dose often 76.4 µM), inactives show at the highest dose activity change, negative = inhibition, usual class: inhibitors. 300,000 compounds, 0.38% hits;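 also: 0% = full enzyme reaction and -100% = no-enzyme basal signal; the screen sought inhibitors and activators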
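Natural-substrate format: glycogen cleavage by 4 nM human enzyme, glucose read by Amplex Red coupling (Ex 573, Em 610 nm). Normalized to enzyme and no-enzyme controls.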
L3MBTL1 block – blocks human L3MBTL1 | 230,000 compounds, 0.66% hits | AID 485360 | Q9Y468 | Potency, µM (series often up to 57.1 µM), inactives show at the highest dose activity, negative = inhibition, hits mostly inhibitors | AlphaScreen L3MBTL1–H3K9me1 peptide binding; also: nearly all actives have a fitted effect of over 60% in size
Target sequence (Q9Y468 whole entry, looked up): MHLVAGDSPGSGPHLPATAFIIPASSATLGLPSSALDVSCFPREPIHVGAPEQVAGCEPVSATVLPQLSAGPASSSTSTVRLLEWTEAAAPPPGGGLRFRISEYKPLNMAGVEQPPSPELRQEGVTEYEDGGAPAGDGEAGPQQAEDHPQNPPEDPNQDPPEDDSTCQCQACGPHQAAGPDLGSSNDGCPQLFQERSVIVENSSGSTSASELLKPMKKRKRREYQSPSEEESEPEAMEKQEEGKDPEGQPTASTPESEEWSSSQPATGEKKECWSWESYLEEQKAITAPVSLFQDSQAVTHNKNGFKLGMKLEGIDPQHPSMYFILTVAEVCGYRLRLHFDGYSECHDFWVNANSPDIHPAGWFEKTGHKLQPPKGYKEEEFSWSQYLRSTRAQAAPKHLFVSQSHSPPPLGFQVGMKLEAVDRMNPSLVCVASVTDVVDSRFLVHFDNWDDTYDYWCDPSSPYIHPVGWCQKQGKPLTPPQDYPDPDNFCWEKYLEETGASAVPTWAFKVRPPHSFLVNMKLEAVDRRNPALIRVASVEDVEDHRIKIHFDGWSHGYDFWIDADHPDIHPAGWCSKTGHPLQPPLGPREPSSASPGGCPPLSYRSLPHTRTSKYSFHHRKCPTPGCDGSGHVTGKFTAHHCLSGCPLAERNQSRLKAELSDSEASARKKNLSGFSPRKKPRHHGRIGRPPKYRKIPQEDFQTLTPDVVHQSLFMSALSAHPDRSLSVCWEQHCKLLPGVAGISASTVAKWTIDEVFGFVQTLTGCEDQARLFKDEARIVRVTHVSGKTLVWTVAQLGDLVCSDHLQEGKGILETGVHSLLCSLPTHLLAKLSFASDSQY
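First, the protein-peptide complex forms for 30 min at room temperature (L3MBTL1 50 nM, biotinylated H3K9me1 peptide 75 nM). Next, compounds are pin-transferred and incubated 30 min. Finally, AlphaScreen beads are added and read after 30 min.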
RECQ1 helicase – RECQ1 (human) helicase inhibition | AID 2549 | Potency, µM (top dose mostly 57.3 µM), without a hit: at the highest dose activity, negative = inhibition, actives largely listed as inhibitors | 240,000 compounds, 0.54% hits | P46063 | RECQ1 DNA unwinding, red fluorescence kinetic read;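 also: plate controls were vehicle for no effect and no enzyme for full effect; nearly all actives have a fitted effect of over 30% in size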
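RECQ1T1 50 nM; forked duplex (20 bp + 30-nt ss tails) 200 nM, ATP 2 mM final; pH 8.0, 2 mM MgCl2, 2.5 ug/ml poly(dI-dC); 15 min compound preincubation; discontinuous kinetic read over 2 h at RT.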
TRb-SRC2 inh – inhibitors of human thyroid hormone receptor beta-SRC2 interaction; TRbeta-SRC2 peptide binding, fluorescence polarization; receptor liganded with 1 µM T3; Potency, µM (series often up to 106 µM), without a hit: at the top dose activity change, negative = inhibition, hits mostly inhibitors; 280,000 compounds, 0.065% hits; AID 1469;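 also: plate controls were bound peptide for no effect and peptide without receptor for full effect; nearly all actives have a fitted effect of over 50% in size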
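Decrease in fluorescence polarization of 20 nM Texas Red SRC2 coactivator peptide flagged inhibition of its binding to 0.6 uM TRb LBD; 1 uM T3 included, incubation 5 hr, ex 555/em 632 nm.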
TexasRed fluor – Texas Red fluorescence interference in TRb-SRC2 counter-screen. TRb/SRC2 Texas Red total fluorescence interference. Potency, µM (top dose mostly 106 µM), without a hit: at the top dose fluorescence change, negative = quenching. 280,000 compounds, 0.29% hits; active = well fitted curve in either direction with a large enough effect; inconclusive = small, poorly fitted or top-dose-only effect
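Human TRβ ligand-binding domain (0.6 uM) and Texas Red SRC2 peptide (20 nM) in Tris buffer with 1 uM T3 and 5% DMSO were incubated with pinned compound for 5 hr at ambient temperature. Total fluorescence was computed as S + 2P (555/632 nm).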
RGS12 GoLoco inh – RGS12 GoLoco-Gai1 interaction inhibition; AID 880; P63096; Potency, µM (highest dose often 61.6 µM), without a hit: top-dose activity, negative = inhibition, hits mostly inhibitors; 230,000 compounds, 0.44% hits; Gai1:RGS12 GoLoco peptide FP, rhodamine, 10 min; active = well fitted inhibition curve with a large enough effect, not every such curve was filed as active; inactive = no such curve, though single readings can be large or run the other way; also: nearly all actives have a fitted effect of over 30% in size; many of its hits are not listed in these tables
GAA spleen mod – inhibits or activates alpha-glucosidase in human spleen homogenate. P10253. Potency, µM (highest dose often 79.9 µM), inactives show top-dose activity change, negative = inhibition, most hits filed as inhibitors. human spleen homogenate, 4-MU-alpha-glucoside fluorescence. AID 2112. 240,000 compounds, 0.006% hits;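 also: 0% = enzyme with vehicle and -100% = no enzyme basal signal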
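Human spleen homogenate (1 ug) with 4-methylumbelliferyl-alpha-D-glucopyranoside (1 mM final) in 50 mM citrate/phosphate pH 5.0, 0.01% Tween-20; 40 min at 37 C. Stopped at pH 10; 4-MU fluorescence Ex 365/Em 440 nm; AC50 by Hill fit.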
GAA inh – blocks human lysosomal alpha-glucosidase | P10253 | purified human GAA, 4-MU-alpha-glucoside fluorescence | Potency, µM (titrated, usually from 76.9 µM), for the others: at the highest dose activity change, negative = inhibition, actives largely listed as inhibitors | 200,000 compounds, 0.005% hits;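 also: plate controls were uninhibited enzyme wells for no effect and no-enzyme background for full effect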
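Read-out is 4-methylumbelliferone fluorescence (Ex 365/Em 440 nm) after NaOH/glycine stop at pH 10. Enzyme 4 nM, substrate 400 uM, pH 5.0 citrate buffer, 20 min room temperature; AC50 from Hill-equation concentration-response.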
An asterisk follows results filed as active; i = inactive; ? = inconclusive; · = not tested or not shown; & = joins results of further samples; [ ] = remark or other dose. Unless noted, calls follow the shape of the dose curve; as a rule, active = well fitted curve in the direction sought with a large enough effect; inconclusive = small, poorly fitted or top-dose-only effect, or another doubt; inactive = no such curve, though single readings can be large; an effect the other way counts as inactive or inconclusive. Unless noted, % is scaled to controls: 0 for no effect and ±100 for the full control effect; potency is read from the fitted curve at half-maximal effect. The list is partial; rates above refer to the full screens.

compound	RGS12 GoLoco inh	GAA spleen mod	TexasRed fluor	TRb-SRC2 inh	GAA glycogen	L3MBTL1 block	GAA inh	RECQ1 helicase
CC1=C(C(=O)OC2CCCCCCC2)C(c2ccc(O)cc2)NC(=O)N1 (stereo not drawn)	2%	-1%	0%	-5%	6%	5%	-4%[15.4 µM]	-16%
CCOc1ccccc1-c1nnc2n1N=C(c1cccc(OC)c1)CS2	·	-2%	-1%	2%	·	·	·	-12%
COc1ccc(N2CCN(c3oc(Cc4ccccc4)nc3C#N)CC2)cc1	-5%	3%	1%	-6%	-6%	-1%	-5%	-2%
COc1cccc(-n2cc(CNCc3cn(C)nc3-c3ccccc3F)cn2)c1	13%	-4%	-4%	-2%	6%	3%	?	-5%
CNC(=S)N(Cc1ccc(OC)cc1)Cc1cc2ccc(C)cc2[nH]c1=O	10%	2%	0%	0%	19%	-5%	4%	12%
O=C(CN(Cc1ccco1)C(=O)CNS(=O)(=O)c1ccc(Cl)cc1)NC1CCCCC1	10%	3%	-4%	0%	5%	-1%	5%	0%
COc1ccc(C2C(C(N)=O)=C(C)Nc3ncnn32)cc1 (stereo not drawn)	4%	5%	1%	-4%	-16%	2%	-2%	i
COc1cc(/C=C(\C#N)C(=O)Nc2cc(C(F)(F)F)ccc2Cl)ccc1OCC(=O)Nc1cccc(C(F)(F)F)c1	6%	1%	-1%	-5%	-2%	0%	4%	-3%
COc1ccc(/C=C/N(CCc2ccc(OC)c(OC)c2)C(C)=O)cc1	·	3%[17.4 µM]	1%[11.2 µM]	12%[11.2 µM]	·	·	·	-10%[11.5 µM]
O=C(Nc1nccs1)c1cc(Cl)nc2ccccc12	14%	2%	-1%	6%	3%	2%	-4%[15.4 µM]	i
CC(C)=NOC[C@@H](O)[C@@H]1O[C@@H]2OC(C)(C)O[C@@H]2[C@H]1O	·	-2%[17.4 µM]	-5%[11.2 µM]	0%[11.2 µM]	·	·	·	0%[11.5 µM]
COc1ccc2[nH]c3c(=O)n(Cc4ccc(C(=O)N5CCCCCC5)cc4)c(=S)[nH]c3c2c1	3%	-8%	1%	-2%	10%	4%	8%	i
CC(C)CN1C(=O)/C(=C/c2c(N3CCc4ccccc4C3)nc3ccccn3c2=O)SC1=S	137%[activator]	-1%	-1%	6%	-7%	0%	·	-4%
CCOC(=O)C1OC1c1ccccc1 (stereo not drawn)	8%	-7%	-1%	10%	·	·	·	-11%
COC(=O)c1c(C(C)=O)cnc2ccc(Br)cc12	·	6%	-2%	0%	7%	7%	-4%	-2%
CCc1cc(OCCN2C(=O)NC(C)(C)C2=O)ccc1Cl	7%	10%	-2%	-12%	?	·	-11%	0%
O=C(Nc1ccc(Cl)c(Cl)c1)OCCNC(=O)c1cccc(Cl)c1	0%	-4%	1%	2%	-21%	·	3%	i
NC(=O)C1=C[C@@H](c2ccc(Br)cc2)C[C@@H](OCc2ccc(CO)cc2)O1	-5%	-5%	1%	2%	2%	7%	·	-11%
COCCCNC(=S)NNC(=O)c1ccccc1Br	-4%	-5%	-1%	5%	?	1%	?	i
COc1ccc(C(O)P(=O)(OCCC(C)C)c2ccc(N(C)C)cc2)cc1OC (stereo not drawn)	-1%	1%	-1%	-2%	6%	-1%	-1%[15.4 µM]	11%
O=C(NC1CCCCC1)c1sc(=S)n2c1[nH]c(=O)c1ccccc12	-11%	-2%	-16%	10%	7%	-3%	-4%	i
Cc1ccc(C)c(N(CC(=O)NCCC2=CCCCC2)S(C)(=O)=O)c1	3%	-6%	-2%	4%	2%	·	1%	i
CC12CCC(C(=Nc3ccc(N=C4C(=O)C5(C)CCC4C5(C)C)cc3)C1=O)C2(C)C	-6%	1%	13%	-13%	-12%	2%	·	-1%
OCCN(Cc1ccccc1)Cc1nc(CC2CC2)no1	12%	0%	-1%	-9%	-8%	9%	-2%	-2%

Single records, as listed above. Values in the order: RGS12 GoLoco inh	GAA spleen mod	TexasRed fluor	TRb-SRC2 inh	GAA glycogen	L3MBTL1 block	GAA inh	RECQ1 helicase
COCCCNC(=S)NNC(=O)c1ccccc1Br reads -4%	-5%	-1%	5%	?	1%	?	i
OCCN(Cc1ccccc1)Cc1nc(CC2CC2)no1 reads 12%	0%	-1%	-9%	-8%	9%	-2%	-2%

The results go on:
compound	RGS12 GoLoco inh	GAA spleen mod	TexasRed fluor	TRb-SRC2 inh	GAA glycogen	L3MBTL1 block	GAA inh	RECQ1 helicase
CCO[C@H]1OC(C(N)=O)=C[C@@H](C)[C@@H]1CCCO	-2%	-2%	0%	-8%	7%	5%	·	-8%
O=C(CCc1nnc(Cc2cccc(C(F)(F)F)c2)o1)NCC(F)(F)F	3%	-9%	-1%	-5%	-8%	-23%	5%	i
Cc1nc(SCC(=O)c2cccs2)c2oc3ccccc3c2n1	6%	?	0%	-10%	0%	·	-3%	-11%
O=C(CSc1nnc(-c2cccnc2)n1Cc1ccco1)c1ccccc1	5%	-3%	-2%	-1%	0%	-8%	-12%	-3%
CCOC(=O)C1CCCN(C(=O)CS(=O)(=O)Cc2ccccc2)C1 (stereo not drawn)	2%	7%	-4%	0%	3%	6%	-3%	-4%
CC(C)(Oc1ccc(Cl)cc1)C(=O)NCc1ccc(S(N)(=O)=O)cc1	-5%	-1%	1%	-2%	23%	-14%	-5%	-2%
CC(=O)c1sc(NC(=O)c2ccccc2C)nc1C	-6%	6%	-3%	-1%	8%	·	-9%	-8%
CCn1c(SCc2nc3ccccc3[nH]2)nnc1-c1ccncc1	24%	2%	-4%	2%	1%	3%	-2%	i
COCC(=O)Nc1nnc(CCc2ccccc2)s1	3%	0%	-2%	-1%	4%	0%	-2%	8%
Cc1cc(Cl)ccc1OC(C)C(=O)Nc1ccc(S(=O)(=O)Nc2cnc3ccccc3n2)cc1 (stereo not drawn)	3%	4%	-1%	-14%	-22%	-3%	10%	6%
O=C(COC(=O)c1cccs1)Nc1cccc(S(=O)(=O)N2CCOCC2)c1	-6%	-2%	-6%	5%	12%	4%	?	-2%
CN1CCN(C(=S)Nc2cccc(C(F)(F)F)c2)CC1	-5%	-7%	1%	0%	1%	-1%	4%	-9%
CC1CCN(C(=O)C(Cc2ccccc2)n2cccc2)CC1 (stereo not drawn)	9%	-2%	-1%	5%	4%	-8%	-14%	-1%
CCOC(=O)CNC(=O)Cn1cnc2c(nnn2-c2cccc(Cl)c2)c1=O	-12%	-11%	1%	-11%	0%	7%	0%	i
CCOc1ccc(S(=O)(=O)N(CC(N)=O)c2ccc(C)cc2)cc1	-1%	-17%	-4%	1%	5%	·	?	-6%
Cc1nc2sccn2c(=O)c1CCN1CCC(=C(c2ccccc2)c2ccc(F)cc2)CC1	5%&4%	-18%&-12%	-7%&-1%	3%&-6%	1%	-17%	-5%[15.4 µM]	-2%&-10%
O=C(O)c1cc2n(n1)C(C(F)(F)F)CC(C1CC1)N2 (stereo not drawn)	5%	4%	-1%	0%	0%	·	·	-4%
COC(=O)c1ccc[n+](CC(=O)Nc2ccc(OC(F)F)cc2)c1	6%	-13%	-2%	-1%	3%	2%	-1%	-5%
Cc1[nH]c(=O)[nH]c(=O)c1S(=O)(=O)N1CCCC(C(=O)N2CCN(c3ccccc3Cl)CC2)C1 (stereo not drawn)	3%	-11%	-1%	-8%	2%	·	-1%	8%
CC(NC(=O)CN(C)Cc1cccs1)c1ccccc1 (stereo not drawn)	-2%	·	-3%	0%	-3%	8%	-1%	-6%
CN(Cc1ccccc1)c1nc2c(c(=O)n(C)c(=O)n2C)n1CCCc1ccccc1	6%	-5%	0%	-10%	-7%	-1%	-5%	-2%
CCCC[n+]1ccn(C2=C([O-])c3ccccc3C(=O)/C2=N\S(=O)(=O)c2ccc(Cl)cc2)c1	41%[activator]	4%	-3%	-2%	5%	-27%	·	-5%
O=C(O)/C=C/C(=O)Nc1cccc(C(F)(F)F)c1	-2%	12%	1%	0%	-1%	0%	-1%	-4%
Cc1nn(-c2ccccc2)c(C)c1NC(=O)COc1ccc(F)cc1Cl	-5%	-5%	-3%	-2%	-4%	-6%	8%	6%
COc1ccc2c(c1)O[C@H](c1ccc3c(c1)OCO3)[C@@H](OC(=O)NCCOc1ccccc1)C2=O	2%	-5%	-1%	9%	·	·	·	-1%
CN1/C(=C/C2CC(=O)N(c3ccc([N+](=O)[O-])cc3)C2=O)C(C)(C)c2ccccc21 (stereo not drawn)	28%	5%	-2%	1%	?	·	-7%	-1%
COCCNC(=O)CCCn1c(=O)c2cc(OC)c(OC)cc2n(CC(=O)c2ccccc2)c1=O	-2%	-7%	-1%	4%	-3%	-19%	-3%	-8%
CCOc1ncccc1C(=O)OCC(=O)Nc1ccc(S(=O)(=O)N2CCOCC2)cc1	·	-1%	0%	-3%	-9%	2%	-5%	-6%
Cc1ccc(NC(=O)C2Cc3ccccc3C(=O)O2)cc1 (stereo not drawn)	-5%	-1%	-2%	-5%	0%	·	-6%	-3%
O=C(O)c1ccc(N/N=C/c2ccc(F)c(F)c2)cc1	-15%	-9%	0%	2%	?	-5%	12%	0%
C/C(N)=C(/C#N)C(=O)COC(=O)c1ccncc1	2%	-5%	3%	-10%	2%	·	8%	14%
CC(=O)Nc1ccc(-n2c(=O)c3ccccc3c3ccccc3c2=O)cc1	5%	7%	1%	5%	0%	5%	-10%	i
CC1CCN(c2c(NCC3CCC(C(=O)NCCCc4ccccc4)CC3)c(=O)c2=O)CC1 (stereo not drawn)	1%	6%	-3%	-9%	4%	·	·	-8%
O=C(COC(=O)c1cccs1)Nc1ccc(S(=O)(=O)N2CCOCC2)cc1	-2%	-1%	4%	-2%	-2%	-5%	-6%	-14%
C/C(=N\OC(=O)Nc1ccc(Cl)cc1)c1ncc(C(F)(F)F)cc1N1CCOCC1	10%	2%	0%	1%	-1%	·	-1%	i

Screening results as filed in PubChem.
